DUSP3 inh – DUSP3 (human) phosphatase inhibition. 290,000 tested, 0.52% active. recombinant VHR phosphatase, pNPP absorbance. P51452. inhibition, % at 13.3 µM; in the data active means inhibition above about 50%; further: some compounds called inactive have numbers as strong as hits
Target sequence (P51452 whole entry, looked up): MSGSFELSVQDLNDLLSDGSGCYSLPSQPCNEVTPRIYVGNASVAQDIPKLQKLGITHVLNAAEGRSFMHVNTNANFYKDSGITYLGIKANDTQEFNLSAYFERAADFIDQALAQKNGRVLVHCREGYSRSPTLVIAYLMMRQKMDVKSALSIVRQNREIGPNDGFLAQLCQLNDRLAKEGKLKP
GDH-TPI counter – inhibits GDH-TPI coupling enzymes, artifact for Mtb FBA screen; GDH-TPI coupled enzyme counterscreen, NADH absorbance; inhibition, % at 4.8 µM; 360,000 tested, 1.2% active; AID 588335; in the data active means inhibition above about 30%;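 further: 0% = DMSO wells and 100% = wells lacking the enzyme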
Vc quorum ag – inducers of Vibrio cholerae quorum light production without autoinducers; 350,000 tested, 0.16% active; AID 588436; activation, % at 18.7 µM; V. cholerae BH1578 lux reporter, luminescence, 6 h; in the data active means activation mostly above about 9.7%, no sharp cut-off; further: not every result past the cut was called active; inactives centre near 0; reference of the scale not given here
Rv3671c protease – Rv3671c (M. tuberculosis) protease inhibition | AID 2606 | inhibition, % at 5.96 µM | 320,000 tested, 0.048% active | P9WHR9; in the data active means inhibition above about 38%;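 further: extracellular domain of Rv3671c used as enzyme; 0% = enzyme with DMSO and 100% = no enzyme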
3CLpro inhibitor – SARS-CoV 3CLpro protease inhibition; AID 1706; inhibition, % at 6 µM; P0C6X7; 290,000 tested, 0.14% active; recombinant SARS-CoV 3CLpro, quenched FRET peptide cleavage; in the data active means inhibition above about 12%
Mtb BioA inh – BioA (M. tuberculosis) enzyme inhibition; purified M. tuberculosis BioA enzyme, plate reader; inhibition, % at 9.99 µM; 360,000 tested, 0.096% active; AID 602481; in the data active means inhibition above about 40%
Mtb FBA inh – inhibitors of M. tuberculosis fructose-bisphosphate aldolase; P9WQA3; purified M. tuberculosis FBA, fluorescence read-out; inhibition, % at 1 µM; 360,000 tested, 2.3% active; AID 588726; in the data active means inhibition above about 27%;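 further: 0% = vehicle and 100% = reference inhibitor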
Target sequence (P9WQA3 whole entry, looked up): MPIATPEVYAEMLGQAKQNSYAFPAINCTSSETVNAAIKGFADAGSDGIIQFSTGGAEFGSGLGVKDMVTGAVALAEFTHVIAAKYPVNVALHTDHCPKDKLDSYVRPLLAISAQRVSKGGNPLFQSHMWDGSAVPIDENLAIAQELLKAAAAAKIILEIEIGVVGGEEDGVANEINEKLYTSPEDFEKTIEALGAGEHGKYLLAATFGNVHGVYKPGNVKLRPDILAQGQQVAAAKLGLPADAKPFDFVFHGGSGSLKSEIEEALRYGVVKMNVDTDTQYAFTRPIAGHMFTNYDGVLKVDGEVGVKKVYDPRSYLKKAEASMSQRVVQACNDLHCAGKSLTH
MazF activator – activators of E. coli MazEF toxin-antitoxin RNase | P0AE70 | FAM/BHQ RNA-DNA oligo cleavage fluorescence, 5 h | activation, % at 20 µM | 350,000 tested, 0.32% active | AID 504720; in the data active means activation above about 50%
Target sequence (P0AE70 whole entry, looked up): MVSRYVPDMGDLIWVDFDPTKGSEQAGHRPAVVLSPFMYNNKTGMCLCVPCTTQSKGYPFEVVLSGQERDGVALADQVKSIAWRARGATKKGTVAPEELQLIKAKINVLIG
PriA SSB inh – blocks PriA binding to SSB C-terminal tail; AlphaScreen SSBct-PriA binding, biotinylated peptide; AID 1272365; inhibition, % at 33 µM; 430,000 tested, 0.6% active; in the data active means inhibition mostly above about 37%, no sharp cut-off; inactive means mostly below about 20%;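 further: plate controls were negative control peptide for no effect and reference peptide for full effect; strong numbers were not always called active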
Mtb UGM inh – inhibitors of M. tuberculosis UDP-galactopyranose mutase. inhibition, % at 10 µM. purified UGM, fluorescence polarization probe displacement. 320,000 tested, 0.06% active. P9WIQ1; in the data active means inhibition above about 10%, passing the limit was not always enough
Target sequence (P9WIQ1 whole entry, looked up): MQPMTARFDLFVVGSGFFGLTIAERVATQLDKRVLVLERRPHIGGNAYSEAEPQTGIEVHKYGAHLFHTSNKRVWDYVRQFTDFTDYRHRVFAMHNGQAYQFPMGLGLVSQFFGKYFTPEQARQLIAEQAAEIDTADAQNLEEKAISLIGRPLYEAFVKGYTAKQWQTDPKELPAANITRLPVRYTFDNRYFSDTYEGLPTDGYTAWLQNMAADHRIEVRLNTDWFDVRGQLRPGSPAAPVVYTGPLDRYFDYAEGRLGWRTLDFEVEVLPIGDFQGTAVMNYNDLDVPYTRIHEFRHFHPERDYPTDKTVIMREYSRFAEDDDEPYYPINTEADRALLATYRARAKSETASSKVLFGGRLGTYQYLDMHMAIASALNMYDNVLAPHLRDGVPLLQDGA
* hit, by the source's call; i = inactive; . = no result given; & = joins results of further samples; ! = repeats disagree. An excerpt; rates above refer to the full screens.

SMILES	DUSP3 inh	GDH-TPI counter	Vc quorum ag	Rv3671c protease	3CLpro inhibitor	Mtb BioA inh	Mtb FBA inh	MazF activator	PriA SSB inh	Mtb UGM inh
CCOc1cc(CNC)ccc1OCC(=O)NC(C)(C)C	30	1	-0.2	1	-2	.	-1	10	-10	-2.3
Clc1ccc(CSc2nnc(-c3cccnc3)n2Cc2ccco2)c(Cl)c1	1	-10	i	-11	1	4.3	-2	8	-5	1.1
O=C1c2ccccc2C(=O)c2c1oc(C(F)(F)F)c2C(=O)c1ccccc1	7	-1	i	-38	7	.	-2	-11	-1	1.2
C=CCNC(=S)Nc1ccc(Cl)c(S(=O)(=O)N2CCOCC2)c1	18	-3	i	0	0	.	-2	3	5	-2.1
O=S1(=O)N(Cc2ccccc2F)CCCN1Cc1c(F)cccc1Cl	83	-6	-18	-20	-9	0.3	-2	4	2	-0.8
O=C(CSc1nnc(NC(=O)C2CCC2)s1)Nc1ccccc1	8	3	i	-4	2	0.6	-4	6	-6	4.8
O=C(NC(=S)Nc1ccc(Cl)cn1)c1cccs1	6	13	i	-1	0	-0.8	-3	11	-12	-1.3
C=C(CC1([C@@H](NP(=O)(c2ccccc2)c2ccccc2)[C@H]2C[C@@H]2CCCC)CC1)c1ccccc1	5	-2	-0.6	4	0	0.5	3	-9	3	2.2
CC(C)NS(=O)(=O)c1ccc(OCC(=O)N(C)Cc2ccccc2)cc1	9	15	-0.4	1	3	-0.2	2	5	-9	-2.3
O=C1c2ccccc2NC(c2ccc(O)cc2)N1c1ccccc1 (centres undefined)	14	6	i	1	2	-1.0	15	2	-2	2.8
Cc1onc(-c2ccccc2Cl)c1C(=O)c1ccccc1	5	8	-0.3	1	8	-1.1	2	-4	-23	1.0
COc1cccc(/C=C/C(=O)NNC(=O)c2ccccc2)c1OC	.	10	-1.0	-1	.	.	1	-5	2	.
CC1(C(=O)NCC2CC2)CCN1C(=O)C1(c2ccc(Cl)cc2)CC1 (centres undefined)	.	4	i	.	.	-1.3	-1	.	.	.
CC(Oc1ccc2ccc(=O)oc2c1)C(=O)c1ccccc1 (centres undefined)	0	11	-0.7	1	8	.	2	7	0	1.4
Cc1ccc([N+](=O)[O-])c(OCCCN2C(=O)NC(C)(C)C2=O)c1	11	9	0.0	10	1	.	-1	-20	-5	-1.2
Cc1cc(C)nc(Sc2ccc(C=O)cc2[N+](=O)[O-])n1	10	1	0.8	5	1	.	-3	0	-8	-2.8
CCOC(=O)C1(Cc2cccc(OC)c2)CCCN(C(=O)CNC(C)=O)C1 (centres undefined)	10	-3	0.7	0	-10	-1.5	1	9	-3	0.4
O=C(c1cccc(Cl)c1)N1CCN(c2ncnc3c2cnn3-c2ccccc2)CC1	38	-3	-0.5	4	-7	.	4	8	-8	-0.5
COC(=O)c1cc(NC(=O)c2cccc(Cl)c2)c(=O)oc1/C=C/Nc1cc(C)cc(C)c1	2	.	.	-16	-1	.	.	.	.	-1.9
Cn1c(Cn2c(=O)sc3ccccc32)nnc1SCC(=O)N1CCCCCC1	39	7	-0.2	4	-2	-1.1	-1	-2	-6	-1.2
CC(C)c1cc(=O)[nH]c(N2CCN(Cc3ccc4c(c3)OCO4)CC2)n1	20	13	i	1	-4	1.8	2	5	-6	1.7
Cc1ccc(C(=O)O/N=C/c2c(N3CCOCC3)n(C)c3ccccc23)cc1	25	-6	1.2	3	-1	0.5	5	2	.	-1.1
C/C(N)=C(/C#N)C(=O)COC(=O)C1CCN(S(=O)(=O)c2cccs2)CC1	.	4	i	-9	.	.	3	1	-10	1.0
O=C(CCNS(=O)(=O)c1ccc(Br)cc1)NCc1ccc(Cl)cc1	-14	4	-0.7	4	1	-0.5	-7	7	-4	-0.1
O=c1ccn(C2CCCCC2)c(=O)[nH]1	.	6	-0.3	.	.	-0.2	1	.	.	.
Cc1ccc(-c2nnn(CC(=O)N(Cc3ccccc3)C(C(=O)NC(C)(C)C)c3ccncc3)n2)o1 (centres undefined)	-4	4	i	0	0	.	-1	-2	-10	-2.5
COc1ccc(C2=CC(=O)CC(c3ccccc3)C2)cc1 (centres undefined)	-3	9	-0.6	0	8	0.9	4	-6	-2	2.7
Cc1csc(NC(=O)c2ccc(OCC3CCCO3)cc2)n1 (centres undefined)	16	-3	-0.5	-3	3	-2.1	1	2	-7	1.1
CS(=O)(=O)C1=NSC2=NC(=O)/C(=C\c3ccc(-c4ccccc4)o3)C(=N)N21	7	.	.	-11	-1	.	.	.	.	-5.6
Cc1ccc2c(c1)NC(=O)c1cccnc1N2	42	-5	2.1	3	1	-0.4	0	-7	9	-2.6
O=C(N/N=C/c1ccc(Br)s1)c1ccncc1	26	26	i	6	1	.	0	19	.	-1.4
COc1cccc(CN2CC(C(=O)N3CCSCC3)CCC2=O)c1 (centres undefined)	.	0	-0.3	.	.	-0.8	-1	-9	.	.
CCn1c(SCC(=O)N(C)C2CCS(=O)(=O)C2)nnc1-c1cccs1 (centres undefined)	10	3	0.2	-3	4	.	6	4	-9	0.8
C=CCc1ccc(OCC(O)COCC)c(OC)c1 (centres undefined)	0	7	i	7	-2	0.1	-2	1	-5	0.8
COCCN(CCOC)S(=O)(=O)c1ccc(C(=O)Nc2ccc([N+](=O)[O-])cc2OC)cc1	-3	8	-0.2	2	3	0.8	-4	8	-8	-1.4
CCOc1ccc(C2=Nn3cnnc3SC2)cc1	19	0	i	-1	2	1.7	1	-18	-10	-2.6
O=C(Nc1ccc(NC(=O)c2sc3ccccc3c2Cl)cc1Cl)c1ccco1	19	9	i	-29	9	.	9	-37	3	1.3
CCC(=O)c1ccc(OCc2ccc(C(=O)OC)o2)c(OC)c1	-2	-6	i	0	-5	2.8	-2	0	-7	-0.1
CCN1CCN(C(=S)Nc2ccccc2Cl)CC1	13	1	-1.4	4	-1	-2.3	1	0	-12	3.8
CSc1ccccc1C(=O)Nc1ncc(C)s1	19	-1	-0.7	-8	-1	.	0	3	0	-0.4
COc1ccc(C(CNC(=O)c2cccc(S(=O)(=O)N3CCCCC3)c2)N2CCCC2)cc1 (centres undefined)	.	-5	i	0	.	-1.8	4	-4	4	-1.4
CCOC(=O)c1sc(NC(=O)c2ccccc2OCC)nc1C	12	9	1.3	2	2	.	4	-5	-4	-0.8
Cn1c(NCCCO)nc2c(c1=O)C1(CCCCC1)Cc1ccccc1-2	-9	15	0.5	-1	2	1.2	65*	-5	-8	-2.0
O=C(Cn1cc(COc2ccc(Cl)c(Cl)c2)nn1)NS(=O)(=O)c1ccccc1C(F)(F)F	.	8	6.7	.	.	0.3	-1	.	.	.
Cn1nccc1C(=O)NC(=S)Nc1sc2c(c1C#N)CCCCC2	36	4	-3.2	-17	0	0.1	0	6	-6	3.6
O=C(CN(C(=O)CNC(=O)c1ccco1)c1ccc(Cl)c(Cl)c1)NC1CCCCC1	3	3	0.3	-2	2	6.5	4	3	-7	0.5
Cc1cc(C)c2sc(N(CCN(C)C)C(=O)c3ccc4ccccc4c3)nc2c1	11	1	-6.7	-1	-10	-1.8	1	-7	43*!	-0.4
CC1CC(=S)Nc2ccccc2N1C(=O)Nc1ccccc1 (centres undefined)	-2	3	-1.7	2	-1	.	4	-4	5	2.6
CCN1CCN(CC(=O)NC2CCCC2)C(=O)C1=O	21	7	i	-7	1	-1.1	1	9	-16&-2&-14	2.9
CN(C(=O)CSc1ncnc2sccc12)C1CCCCC1	.	-1	-1.9	0	.	8.1	-2	9	9	-2.1
O=[N+]([O-])c1cccnc1N1CCOCC1	7	-13	-2.0	8	1	.	-5	-4	-8	1.1
CCN(CC)c1ccc(/C=C2\C(=O)NC(=O)N(Cc3ccco3)C2=O)cc1	-2	31*	i	-18	-1	.	-10	-187	-9	-2.1
C/[N+]([O-])=C\CC(=O)c1ccc(-c2ccccc2)cc1	16	-4	0.2	-3	6	.	0	7	-4	0.3
CCOC(=O)c1cccc(NC(=O)c2cc3sccc3n2C)c1	15	8	i	-12	7	0.0	-2	5	12	1.2
CCC(C)(C(=O)NC1CCCCC1)N(Cc1cccs1)C(=O)CC1NC(=O)NC1=O (centres undefined)	8	3	-0.1	-7	-3	.	2	4	7	-0.6
O=C(NCC1CCCO1)c1onc(CSc2ccc(F)cc2)c1C(=O)O (centres undefined)	-8	-10	-0.2	-4	5	0.1	2	4	-6	1.9
Cc1ccccc1N	.	4	-0.3	-1	.	-2.5	4	7	3	0.3
Cc1cc(Cl)nc2c(C(C)C)cccc12	5	0	i	0	-2	-0.7	-1	4	-17	-1.0
CCSc1nnc([C@H](Cc2c[nH]c3ccccc23)NC(=O)OC(C)(C)C)o1	26	4	.	0	-1	1.2	0	3	-2	-2.7
CCOc1ccc(NC(=O)Nc2ccc3nsnc3c2)cc1	19	14	i	-3	2	-0.2	0	6	-11	0.6

Part of the list above, with two lines to a compound:
Every second line gives: DUSP3 inh | GDH-TPI counter | Vc quorum ag | Rv3671c protease | 3CLpro inhibitor | Mtb BioA inh | Mtb FBA inh | MazF activator | PriA SSB inh | Mtb UGM inh
- CCOC(=O)c1sc(NC(=O)c2ccccc2OCC)nc1C
 : 12 | 9 | 1.3 | 2 | 2 | . | 4 | -5 | -4 | -0.8
- CC1CC(=S)Nc2ccccc2N1C(=O)Nc1ccccc1 (centres undefined)
 : -2 | 3 | -1.7 | 2 | -1 | . | 4 | -4 | 5 | 2.6
- CCSc1nnc([C@H](Cc2c[nH]c3ccccc23)NC(=O)OC(C)(C)C)o1
 : 26 | 4 | . | 0 | -1 | 1.2 | 0 | 3 | -2 | -2.7
- O=C(Cn1cc(COc2ccc(Cl)c(Cl)c2)nn1)NS(=O)(=O)c1ccccc1C(F)(F)F
 : . | 8 | 6.7 | . | . | 0.3 | -1 | . | . | .
- CCOC(=O)c1cccc(NC(=O)c2cc3sccc3n2C)c1
 : 15 | 8 | i | -12 | 7 | 0.0 | -2 | 5 | 12 | 1.2
- CN(C(=O)CSc1ncnc2sccc12)C1CCCCC1
 : . | -1 | -1.9 | 0 | . | 8.1 | -2 | 9 | 9 | -2.1
- O=C(CN(C(=O)CNC(=O)c1ccco1)c1ccc(Cl)c(Cl)c1)NC1CCCCC1
 : 3 | 3 | 0.3 | -2 | 2 | 6.5 | 4 | 3 | -7 | 0.5

Additional compounds follow.
SMILES	DUSP3 inh	GDH-TPI counter	Vc quorum ag	Rv3671c protease	3CLpro inhibitor	Mtb BioA inh	Mtb FBA inh	MazF activator	PriA SSB inh	Mtb UGM inh
CCCCOC(=O)CCc1nc2ccccc2[nH]c1=O	-12	9	i	-5	-5	-0.1	6	5	-2	0.0
Cn1c(SCc2c(Cl)cccc2Cl)nc(C(F)(F)F)cc1=O	18	11	0.1	2	8	-2.4	0	-2	0	-3.7
CCOC(=O)N1CCN(C(=O)COC(=O)c2ccc(S(=O)(=O)N(CC)CC)cc2)CC1	.	2	i	0	.	-0.7	1	0	3	0.0
O=C(CSc1nc(-c2ccccc2Cl)ns1)c1ccc(Cl)cc1	12	9	-0.5	-10	2	.	2	-8	-4	0.7
Cc1cccc(C(=O)NCC(=O)NCCCSc2ccccc2)c1	.	-3	-2.8	-1	.	-1.0	-3	-2	1	-1.7
Clc1ccc(C2=NNC(=NCC3CCCO3)SC2)cc1 (centres undefined)	0	12	-0.8	8	0	-0.7	-1	-1	16	-0.2
CCOC(=O)c1[nH]c2ccc(OC)cc2c1NC(=O)CCN1CCCC(C)C1 (centres undefined)	2	1	i	-2	1	0.3	35*	9	-8	-1.2
CCCCNC(=O)CCn1nc(-c2ccc(C)cc2)c2ccccc2c1=O	14	-1	i	2	0	-1.5	0	3	-5	2.0
Cc1ccc(/C=N/NC(=O)CCn2nc(C)cc2C)c(C)c1	9	6	-0.6	6	2	.	5	8	.	-2.6
Cc1cccc(C(=O)N/N=C2\CS(=O)(=O)N(C)c3ccsc32)c1	9	22	i	4	2	1.6	6	-2	.	-2.1
N#Cc1c(N2CCN(C(=O)c3ccccc3)CC2)nc(-c2ccccc2)c2c1CCCC2	-11	3	i	-9	3	.	14	-9	-20	1.5
CCOc1ccccc1OCCCC(=O)N1CCN(S(=O)(=O)c2cccc(F)c2)CC1	-8	14	.	-5	-3	1.5	0	-4	-13	3.9

Bioassay records: PubChem BioAssay, several laboratories
